MKP-1 inh = MKP-1 phosphatase inhibitors, primary screen, biochemical, in vitro; recombinant MKP-1, OMFP hydrolysis fluorescence; inhibition, %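 (compounds tested at a single concentration somewhere between 10 and 100 µM)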; 65,000 compounds, 0.15% hits; Dual specificity protein phosphatase 1 (Homo sapiens), P28562;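 active = inhibition above about 50%, limit read from the data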;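 also: 0% = DMSO max control wells and 100% = wells with enzyme stopped by NaOH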
SF1 activator = activators of human SF-1, primary screen, cell-based, CHO-K1, Gal4-SF-1 LBD, luciferase luminescence | Steroidogenic factor 1 (Homo sapiens), Q13285 | CHO-K1 Gal4-SF-1 LBD luciferase reporter; % increase over DMSO SF-1-specific signal | activation, % at 10 µM | 65,000 compounds, 1.9% hits | AID 522, 2006;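 active = activation above the mean activation of all tested compounds plus 3 SD, cut at about 50% in these data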
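Test system: CHO-K1 cells with Gal4–hSF-1 LBD chimera plus Gal4-driven luciferase; Input: 4,000 cells/well; Compound: 10 µM only; Times: 20 h compound treatment, 37 °C; Measured by: steady-glow luciferase luminescence, read after 15 min reagent incubation; Measure: percent activation versus DMSO; Control set: DMSO and mock-transfected background; Replicates: one test per compound.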
TNAP act mid DEA = human TNAP enzyme activators, primary screen, biochemical, luminescent, intermediate phosphate acceptor level. Alkaline phosphatase, tissue-nonspecific isozyme (Homo sapiens), P05186. purified TNAP, CDP-star luminescence, 100 mM DEA, 30 min; hits give high values; scale: 0 levamisole-inhibited, 1 vehicle-only enzyme. activation factor at 20 µM. 64,000 tested, under 10 active. AID 813, 2007;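 active = activation factor of at least 2 at 20 µM, relative to controls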
Hsp90 inh = tumor Hsp90 inhibitors, primary screen, cell lysate, fluorescence polarization, NCI-N417 lysate. Heat shock protein HSP 90-alpha (Homo sapiens), P07900. Cy3B-geldanamycin FP displacement. inhibition, % at 30 µM. 64,000 compounds, 0.35% hits;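 active = inhibition above 50%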;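 also: 0% = tracer plus lysate wells and 100% = tracer alone without lysate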
RORA act = activators of orphan receptor RORA, primary screen, cell-based, luminescence; Nuclear receptor ROR-alpha (Homo sapiens), P35398; CHO-K1 Gal4-RORA LBD luciferase reporter; percent increase over mock-subtracted basal signal; activation, % at 10 µM; 65,000 compounds, 1.5% hits; AID 560, 2006;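 active = activation above the mean of all tested compounds plus 3 SD, cut at about 49% in these data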;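 also: 0% = DMSO-treated RORA cells and 100% = added signal equal to DMSO minus mock-transfected cells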
Cdc25B block = inhibitors of Cdc25B phosphatase catalytic domain, primary screen, biochemical, OMFP fluorescence. 65,000 compounds, 0.1% hits. inhibition, %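 (compounds tested at 10 µM final in the well)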. recombinant Cdc25B, OMFP fluorescence Ex485/Em525. M-phase inducer phosphatase 2 (Homo sapiens), P30305; in the data active = inhibition above about 50%
Target sequence (P30305 whole entry, looked up, the tested form may be a part): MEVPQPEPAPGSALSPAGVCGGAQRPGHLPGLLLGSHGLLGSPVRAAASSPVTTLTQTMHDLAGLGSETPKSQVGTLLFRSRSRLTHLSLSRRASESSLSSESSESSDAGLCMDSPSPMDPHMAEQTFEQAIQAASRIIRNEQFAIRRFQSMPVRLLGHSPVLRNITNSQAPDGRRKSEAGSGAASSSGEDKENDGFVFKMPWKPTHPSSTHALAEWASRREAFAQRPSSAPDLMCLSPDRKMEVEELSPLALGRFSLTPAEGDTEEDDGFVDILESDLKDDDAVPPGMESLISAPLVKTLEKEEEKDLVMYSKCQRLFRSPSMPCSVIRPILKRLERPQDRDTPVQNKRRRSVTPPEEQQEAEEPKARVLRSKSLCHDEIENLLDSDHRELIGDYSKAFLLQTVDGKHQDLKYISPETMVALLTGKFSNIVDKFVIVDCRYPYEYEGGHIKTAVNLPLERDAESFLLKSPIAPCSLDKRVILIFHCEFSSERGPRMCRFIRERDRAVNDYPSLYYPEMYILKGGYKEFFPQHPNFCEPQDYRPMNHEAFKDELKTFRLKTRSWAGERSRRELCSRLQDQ
Her2 expr inh = inhibitors of Her2 protein expression, primary screen, SKBR-3 cells, AlphaScreen, 66K library; Receptor tyrosine-protein kinase erbB-2 (Homo sapiens), P04626; SKBR-3 HER2 protein level, 18-24 h; hits give low values; HER2 level % of control, % at 10 µM; 65,000 compounds, 0.69% hits; AID 645, 2007;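 active = HER2 level under 5% of the carrier-only control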;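 also: 100% = DMSO carrier and 0% = 500 nM PU-H71 HSP90 inhibitor; lower value means stronger loss of Her2 protein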
D1 allo mod = D1 CRE-luciferase signal change, two-sided – cell-based, HEK293 D1, dopamine EC30, D1 allosteric modulator project, primary screen | dopamine EC30 potentiation; actives deviate in either direction | B-score at 10 µM | AID 641, 2007 | 58,000 compounds, 5.9% hits | D(1A) dopamine receptor (Homo sapiens), P21728;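 active = luminescence count or its row- and column-corrected plate score outside the 99.7% band of the plate's sample wells, on either side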
Target sequence (P21728 whole entry, looked up): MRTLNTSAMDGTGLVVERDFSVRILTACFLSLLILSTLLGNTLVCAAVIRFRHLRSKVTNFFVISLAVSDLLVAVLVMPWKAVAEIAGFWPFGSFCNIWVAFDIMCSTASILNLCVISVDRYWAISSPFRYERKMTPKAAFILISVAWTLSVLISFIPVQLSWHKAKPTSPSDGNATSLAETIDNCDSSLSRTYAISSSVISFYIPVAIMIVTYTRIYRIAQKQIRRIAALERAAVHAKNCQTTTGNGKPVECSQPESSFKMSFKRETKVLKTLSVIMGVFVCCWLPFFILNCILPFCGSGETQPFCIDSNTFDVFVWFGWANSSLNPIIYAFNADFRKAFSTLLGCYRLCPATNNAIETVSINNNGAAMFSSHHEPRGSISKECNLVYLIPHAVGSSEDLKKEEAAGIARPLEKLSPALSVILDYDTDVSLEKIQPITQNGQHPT
FXIIa mix inh = human factor XIIa inhibitors, primary screen, biochemical, pooled compound mixtures, fluorogenic substrate | purified FXIIa | inhibition, % at 5 µM | 62,000 compounds, 0.2% hits | AID 684, 2007; in the data active = inhibition above about 20%, passing the limit was not always enough;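 also: 0% = enzyme without compound and 100% = no enzyme blank; some results filed as inactive read as strong as hits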
* hit, by the source's call; x = no result given. Compounds were not picked by outcome; about 8.9% have a hit in one of these screens.

SMILES	RORA act	D1 allo mod	SF1 activator	MKP-1 inh	TNAP act mid DEA	Cdc25B block	Hsp90 inh	FXIIa mix inh	Her2 expr inh
CC1CCCC(C)N1C(=O)CSc1nnc(-c2c[nH]c3ccccc23)o1 (configuration not stated)	47	x	30	-18	0.9	-11	0	2	99
O=c1nc2scc(-c3ccccc3)n2c2ccccc12	-1	3.4*	-12	-1	0.9	-12	x	3	66
COc1cccc(CN(C)CC(=O)NC(=O)NCc2ccco2)c1	-13	0.44	5	11	0.9	0	-1	3	82
CC(=O)NCCn1c(SCC(=O)NCc2ccco2)nc2ccccc2c1=O	0	-0.088	-13	11	0.9	-6	0	-3	130
Cc1cccc(C2Nc3ccccc3C(=O)N2CCc2ccccc2)n1 (configuration not stated)	23	-1.6	25	-2	0.9	-2	-2	4	115
COc1ccc(OCC(=O)N2CCN(C(=O)COc3ccccc3)CC2)cc1	-17	x	-6	3	1.1	0	-7	30	73
CCN(CC)C(=O)CSC1=Nc2ccccc2C2=NC(Cc3c[nH]c4ccccc34)C(=O)N12 (configuration not stated)	2	x	10	18	0.9	-12	-1	7	118
Cc1ccc(C(C)C)cc1S(=O)(=O)NCc1cccnc1	-7	-1.1	0	11	0.9	-2	-2	8	93
CCn1c2ccccc2c2nn(C)c(=N)nc21	-26	1.7	10	7	0.9	-2	-11	5	107
CC(=O)c1cc2c(cc1NC(=O)CN1CCCCC1C)OCO2 (configuration not stated)	13	-0.22	-10	0	1	-19	-3	5	88
CN1C(=O)CSc2ccc(NC(=O)N3CCOCC3)cc21	0	x	-13	15	0.9	-7	-1	-7	74
COC(=O)c1c(C)noc1-c1cc(C)on1	12	x	12	-27	0.9	-2	-2	x	137
CSc1nsc(SCC(=O)N2CCCc3ccccc32)n1	-19	0.93	-20	13	0.9	-6	-9	-17	114
CC1Cn2c(nnc2-c2cccc(Cl)c2)S1 (configuration not stated)	-11	0.016	-4	-1	1	-8	-1	5	76
COc1ccccc1C(=O)N1CCN=C1SC	-11	0.23	-8	3	1	33	1	8	65

Other compounds.
SMILES	RORA act	D1 allo mod	SF1 activator	MKP-1 inh	TNAP act mid DEA	Cdc25B block	Hsp90 inh	FXIIa mix inh	Her2 expr inh
CC(C)C1Cc2c(sc3c2c(=O)n(-c2ccccc2)c2nncn32)CO1 (configuration not stated)	-6	x	-2	-17	0.9	-40	0	x	62
CCOC(=O)c1c(-c2ccc(C)o2)csc1NC(=O)CN1CCN(CC)CC1	-6	x	17	0	0.9	-12	-2	6	84
CCOc1ccc(CN2C(=O)CCC2(C)C(=O)NCc2cccnc2)cc1 (configuration not stated)	-19	-0.35	6	-3	1	-8	-5	11	96
COc1cc(-n2c(C)nc3cc(C(=O)NCc4ccco4)ccc32)cc(OC)c1OC	6	0.21	-5	12	x	10	-4	x	88
CCCCCCC1CC(CSc2ncn[nH]2)OC1=O (configuration not stated)	-8	0.24	0	-3	0.6	-10	-1	10	92
O=C(CN1C(=O)C2C3C=CC(C3)C2C1=O)NCC1COc2ccccc2O1 (configuration not stated)	20	-0.85	7	-8	1	-3	0	1	124
CC1CCCCN1C(=O)Cn1cc(C(=O)c2ccco2)c2ccccc21 (configuration not stated)	-14	1.3	13	-23	1	8	2	1	65
CCOC(=O)c1cc2n(c1N)-c1ccccc1C2=O	2	1.5	23	-47	0.8	-43	-1	7	100
Cc1nc2ncnn2c(C)c1CCC(=O)Oc1ccccc1	10	0.0025	2	17	0.9	-8	-3	4	128
C=CCn1c(NCc2cc(C)ccc2O)nc2ccccc21	1	-0.94	-13	-4	1	-10	0	2	74
CSc1ccc(C2Nc3ccccc3-c3cc(C)nn32)cc1 (configuration not stated)	26	0.94	-6	22	0.9	-8	-1	5	72
CCOC(=O)Cc1c(C)nc2cc(-c3ccc(Cl)cc3)[nH]n2c1=O	35	x	16	-4	1	-7	20	9	86
O=C(c1ccc(-c2ccccc2)cc1)N1CCN(Cc2ccccn2)CC1	-6	1.5	-8	-3	0.9	-7	-3	1	65
COc1ccc2oc(=O)c(C(=O)N3CCc4ccccc43)cc2c1	-11	-0.92	-7	-10	0.9	-5	-4	4	81
Cc1ccccc1OCC(O)Cn1c(NCCN(C)C)nc2c1c(=O)n(C)c(=O)n2C (configuration not stated)	9	8.2*	-1	3	0.9	0	92*	3	79

Following part
SMILES	RORA act	D1 allo mod	SF1 activator	MKP-1 inh	TNAP act mid DEA	Cdc25B block	Hsp90 inh	FXIIa mix inh	Her2 expr inh
O=C(NCCc1ccccc1)C1CCN(S(=O)(=O)c2cccc3nsnc23)CC1	5	-0.5	18	-7	0.9	9	-3	3	183
CCC(C)NC(=O)C1c2ccccc2C(=O)N1Cc1cc(OC)ccc1OC (configuration not stated)	15	0.29	5	8	1	8	1	-18	185
CCC(Oc1ccccc1)C(=O)N1CC(C)CC(C)C1 (configuration not stated)	15	x	6	6	0.9	1	-1	4	91
O=S(=O)(c1ccc(Cl)cc1)N1CCC(N2CCCCCC2)CC1	-9	x	-3	-10	0.9	10	1	x	110
Cn1c(SCc2ccc(F)cc2)nnc1-c1ccccn1	28	-0.33	64*	-9	0.9	-7	3	7	211
COc1cc(OC)cc(C(=O)Nc2cccc(N3CCCC3)c2)c1	7	-0.66	-6	3	0.9	-12	2	-1	108
Clc1cccc(-c2cc3nc4c(c(N5CCOCC5)n3n2)CCCC4)c1	10	0.54	25	18	0.9	-11	x	12	59
O=C(NCc1ccco1)c1cc2n(n1)C(C(F)(F)F)CC(c1ccc(Br)cc1)N2 (configuration not stated)	-5	-0.64	18	0	0.8	5	-1	1	78
COc1cc(C(=O)NCCC(=O)NCc2ccc3c(c2)OCO3)cc(OC)c1OC	-6	-0.12	-7	6	0.9	-10	-5	2	88
COCCC(=O)NC12CC3CC(CC(C3)C1)C2	0	0.4	10	-2	1	-9	1	-1	89
COc1ccccc1N1CCN(C(c2cccs2)C(C)NS(=O)(=O)c2ccccc2)CC1 (configuration not stated)	11	-0.39	5	6	1	0	-1	1	98
Cn1c(=O)c2c(nc(SCC(=O)c3cccs3)n2Cc2ccc(F)cc2)n(C)c1=O	12	0.018	3	9	1	1	1	2	87
Cc1nc2nc(Cc3ccccc3)[nH]n2c(=O)c1Cc1ccccc1	-1	0.27	-10	-4	0.9	-4	-3	5	77
C=CCNc1nc(N2CCCC2)nc2ccccc12	-14	-4.5*	4	-12	0.9	-10	0	6	104
c1n[nH]c(NCc2ccc3c(c2)OCO3)n1	-16	-0.042	9	7	0.9	-18	-1	0	113

(listing goes on)
SMILES	RORA act	D1 allo mod	SF1 activator	MKP-1 inh	TNAP act mid DEA	Cdc25B block	Hsp90 inh	FXIIa mix inh	Her2 expr inh
COc1ccc(S(=O)(=O)N(C)c2ccc(C(=O)N3CCOCC3)cc2)cc1OC	-8	15*	3	16	0.9	-19	-1	6	82
COc1cc(-c2nc(S(=O)(=O)c3ccc(C)cc3)c(N(C)C)o2)cc(OC)c1OC	-18	3.8	-20	4	0.9	4	-3	6	72
COc1ccc(NS(=O)(=O)c2ccc3c(c2)CCC(=O)N3)c(OC)c1	-14	-0.79	18	6	1	-14	11	7	120
COc1ccc(-c2noc(C3CCCN(C(=O)CCc4ccccc4)C3)n2)cc1 (configuration not stated)	17	0.096	-4	0	0.8	-9	3	9	101
COc1ccc(N(CC(=O)O)S(=O)(=O)c2cccnc2)cc1	-7	0.021	8	-1	0.9	-12	2	-1	96
Cc1ccnc(SCCn2c(N3CCOCC3)nc3c2c(=O)n(C)c(=O)n3C)n1	-8	-0.5	1	1	x	7	-3	x	85
CN(C)S(=O)(=O)c1ccc(S(=O)(=O)N(CC(=O)Nc2ccccc2)Cc2ccco2)cc1	7	x	-18	16	1	-2	1	-1	99
CC1CN(C(=O)c2ccc(COCC(F)(F)F)o2)CC(C)O1 (configuration not stated)	-5	-0.38	-6	2	0.9	-8	0	-15	94
CCCN(CCC)CCCNC(=O)c1cc2c(=O)n(C)c3ccccc3c2n1C	2	0.25	8	-5	0.9	-11	-2	13	87
C=CCn1c(SCC#N)nc2c(c1=O)C(C)(C)Cc1ccccc1-2	-7	0.57	-13	-14	0.8	-27	-2	6	106
CC1(O)N(Cc2ccccc2)C(=O)OC12CCCCC2 (configuration not stated)	5	-0.45	10	2	0.9	-9	-1	3	104
CCCCn1c(CN(C)Cc2ccccc2)nc2c1c(=O)n(C)c(=O)n2C	36	-0.11	-22	22	0.9	-34	1	-7	100
COC(=O)c1ccc(-c2sc3nc(N4CCOCC4)c4c(c3c2N)CC(C)(C)OC4)o1	-8	0.83	-21	-14	0.9	-18	-3	x	22
Cc1ccc2cc(CCNC(=O)C(C)C)c(=O)[nH]c2c1C	40	-0.29	31	-2	0.9	2	-5	11	76
COCCCN1C(=O)c2ccc(C(=O)NCc3ccco3)cc2C1=O	-8	-0.9	-13	-12	1	1	-8	0	107

Complete entries, quoted from the list. Order of values: RORA act, D1 allo mod, SF1 activator, MKP-1 inh, TNAP act mid DEA, Cdc25B block, Hsp90 inh, FXIIa mix inh, Her2 expr inh
Shown for CCOC(=O)Cc1c(C)nc2cc(-c3ccc(Cl)cc3)[nH]n2c1=O → 35, x, 16, -4, 1, -7, 20, 9, 86
Shown for Cc1cccc(C2Nc3ccccc3C(=O)N2CCc2ccccc2)n1 (configuration not stated) → 23, -1.6, 25, -2, 0.9, -2, -2, 4, 115

Further entries.
SMILES	RORA act	D1 allo mod	SF1 activator	MKP-1 inh	TNAP act mid DEA	Cdc25B block	Hsp90 inh	FXIIa mix inh	Her2 expr inh
CC1(C)Cc2c(c(-c3ccco3)[nH]c(=O)c2C#N)CO1	19	4.3*	-1	-20	1	-12	-2	7	91
OCC1OC(n2nnc3ccccc32)C(O)C(O)C1O (configuration not stated)	0	-0.4	0	-1	1	2	-1	3	76
CCOC(=O)c1cccc(NC(=O)Cn2c(CC(=O)N3CCCC3)nc3ccccc32)c1	-22	-0.78	-17	-12	0.9	-7	2	5	102
CCOC(=O)CC(=O)CSc1ccc2nnc(-c3cccc(F)c3)n2n1	15	-0.69	-3	5	0.9	-3	-4	1	75
CC1(c2ccc(Cl)cc2)NC(=O)N(CC(=O)N2CCCC2)C1=O (configuration not stated)	-13	0.91	-18	-6	0.9	-5	2	6	111
CCN(CC)CCNC(=O)Cn1nc(-c2ccc(C)cc2)ccc1=O	-26	-0.46	-13	-15	1	-7	0	4	83
O=C1CC(Cc2ccc(Cl)cc2)C(=O)N1c1ccccn1 (configuration not stated)	24	-0.35	-6	-2	0.9	-10	-5	7	69
CC1CCCCN1C(=O)c1ccc(S(=O)(=O)N2CCCCC2C)cc1 (configuration not stated)	-3	-0.78	-12	-1	1	-1	-2	3	93
Cn1c(=O)[nH]c(=O)c2c1nc(SCCN1CCCCC1)n2CCCc1ccccc1	10	-0.39	-2	-37	1	-12	-3	4	115
CCC(CC)NC(=O)c1cc(OC)c(OC)c(OC)c1	9	0.15	-31	1	1.1	-14	-3	9	89
COc1cccc2c(=O)n(CC(=O)N3CCCc4ccccc43)ccc12	-9	-0.26	10	-1	1	-6	-4	8	96
COc1ccc(CCN2CNc3c(c(=O)n(C)c(=O)n3C)C2)cc1	-8	x	-7	14	0.9	-1	-3	3	80
